# Assay outcomes as filed in PubChem BioAssay.
# MEX-5 binding: C. elegans MEX-5 TCR-2 RNA binding activity; MEX-5/FITC-TCR2 RNA binding, fluorescence polarization; hits give low values; activity score (negative = inhibition of binding), % at 10 µM; 300,000 tested, 0.38% active; AID 1832;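 active = inhibition past about -25% in most replicates, and total fluorescence under double the plate's negative control median, limit read from the data; inconclusive = replicates evenly split on the limit, or fluorescence at least double controls; inactive = too little inhibition in most replicates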;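 also: 0% = DMSO and -100% = 5 µM competing unlabeled TCR2 RNA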
# GLD-1 TGE inh: GLD-1-TGE RNA interaction inhibition (C. elegans). Q17339. purified GLD-1 + fluorescein TGE RNA, fluorescence polarization. inhibition, % at 5.96 µM. 320,000 tested, 0.44% active. AID 2280;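 active = percent inhibition above a per-plate cutoff, the plate mean of test compounds plus 3 SD, cut at about 30% in these data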;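 also: 0% = DMSO wells with GLD-1 and probe and 100% = wells lacking GLD-1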
# MCL1 BIM primary: disrupts human MCL1 binding to BIM-BH3 peptide. GST-MCL1 / FITC-Bim-BH3 fluorescence polarization. inhibition, % at 10.9 µM. 320,000 tested, 0.68% active;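 active = inhibition above the mean inhibition of all tested compounds plus 3 SD, set per campaign, cut at about 40% in these data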;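 also: 0% = DMSO wells and 100% = unlabeled Bim-BH3 peptide control; higher means more loss of mP so more displacement of Bim peptide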
# GRK2 aptamer HTS: human GRK2 inhibition via aptamer displacement; P25098; AID 488847; 330,000 tested, 0.59% active; inhibition of aptamer binding, % at 10 µM; bead flow cytometry, FAM-aptamer displacement from GRK2;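 active = inhibition of aptamer binding above 40%, roughly 3 SD of noise, on plates passing a quality check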;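 also: median bead fluorescence of bound FAM aptamer so fluorescent compounds give negative values; no value below 0 was filed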
# Target sequence (P25098 whole entry, looked up): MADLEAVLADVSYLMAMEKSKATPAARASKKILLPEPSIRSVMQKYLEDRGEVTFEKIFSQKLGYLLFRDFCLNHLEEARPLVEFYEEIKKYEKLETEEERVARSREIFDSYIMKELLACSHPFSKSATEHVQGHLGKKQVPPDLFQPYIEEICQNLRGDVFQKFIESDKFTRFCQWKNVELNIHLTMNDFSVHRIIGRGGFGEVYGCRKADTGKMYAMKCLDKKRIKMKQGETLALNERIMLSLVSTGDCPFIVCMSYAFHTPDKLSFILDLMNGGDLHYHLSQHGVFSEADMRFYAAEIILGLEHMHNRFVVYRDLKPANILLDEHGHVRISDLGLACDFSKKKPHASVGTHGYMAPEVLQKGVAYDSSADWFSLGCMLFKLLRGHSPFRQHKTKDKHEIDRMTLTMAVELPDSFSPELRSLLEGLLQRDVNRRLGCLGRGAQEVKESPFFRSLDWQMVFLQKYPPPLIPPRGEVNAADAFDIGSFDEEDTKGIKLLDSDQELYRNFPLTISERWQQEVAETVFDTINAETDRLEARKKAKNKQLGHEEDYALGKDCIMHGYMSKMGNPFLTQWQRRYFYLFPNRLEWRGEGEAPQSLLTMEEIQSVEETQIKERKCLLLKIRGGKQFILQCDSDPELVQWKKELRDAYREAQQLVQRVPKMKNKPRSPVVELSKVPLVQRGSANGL
# BCLXL inh: Bcl-xL (human) inhibition; GST-Bcl-xL / FITC-Bim BH3 peptide fluorescence polarization; inhibition, % at 10.9 µM; 320,000 tested, 0.7% active; AID 2129;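 active = inhibition above the mean of all tested compounds plus 3 SD, cutoff set per campaign, cut at about 30% in these data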;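 also: 0% = DMSO wells and 100% = unlabeled Bim-BH3 peptide competitor; inhibitors lower millipolarization by displacing the labeled peptide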
# Target sequence (Q07817 whole entry, looked up): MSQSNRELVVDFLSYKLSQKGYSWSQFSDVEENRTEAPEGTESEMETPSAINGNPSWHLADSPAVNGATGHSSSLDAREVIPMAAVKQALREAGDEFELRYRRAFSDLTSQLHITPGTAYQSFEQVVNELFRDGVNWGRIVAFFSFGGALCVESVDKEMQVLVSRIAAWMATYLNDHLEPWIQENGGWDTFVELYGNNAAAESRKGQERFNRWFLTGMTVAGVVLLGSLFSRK
# Yeast superoxide: lowers age-related superoxide in aged yeast cells; S. cerevisiae aged cells, superoxide DHE fluorescence; hits give low values; superoxide response (% of plate mean), % at 10 µM; AID 2690; 330,000 tested, 0.18% active;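 active = superoxide response under a set limit, about three screen SD below normal, cut at about 65% in these data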;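 also: yeast aged for seven days with compound at 30 °C before DHE staining; 100% = average MFI of all compound-treated wells on the plate with controls excluded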
# CIT2-GFP yeast: yeast TOR pathway CIT2-GFP modulation; S. cerevisiae CIT2-GFP strain, flow cytometry, 3 h; 100 means same as DMSO wells; GFP response vs DMSO, % at 10 µM; 320,000 tested, 0.065% active;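 active = GFP response relative to DMSO above a set limit, near the screen mean plus 3 SD, cut at about 150% in these data; inconclusive = Fewer than 70 cells measured for a yeast strain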;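 also: ratio of well median GFP fluorescence to mean of DMSO wells on the plate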
# AGP1-GFP MLPCN: yeast TOR pathway AGP1-GFP modulation | S. cerevisiae AGP1-GFP multiplex flow cytometry, 3 h; GFP as percent of DMSO wells | GFP response vs DMSO, % at 10 µM | 320,000 tested, 0.02% active;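 active = GFP response relative to DMSO above a set limit, near screen average plus 3 SD, cut at about 150% in these data; inconclusive = fewer than 70 cells counted for the yeast strain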;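 also: median GFP channel fluorescence of the gated AGP1 strain per well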
# VLA-4 inh: inhibition in a human VLA-4 binding assay. inhibition, % (about 7 µM as worked out from the volumes in the protocol). 330,000 tested, 0.2% active. VLA-4 expressing cells, ligand binding flow cytometry; in the data active = inhibition above about 50%
# * = called active by the depositor; i = inactive; ? = inconclusive; . = no result given; [ ] = another dose, or the depositor's remark. Rows were taken by chance; overall some 2.1% were active at least once.
SMILES,MEX-5 binding,GLD-1 TGE inh,MCL1 BIM primary,GRK2 aptamer HTS,BCLXL inh,Yeast superoxide,CIT2-GFP yeast,AGP1-GFP MLPCN,VLA-4 inh
O=C(NCc1cccnc1)c1ccc(NC(=O)c2ccc([N+](=O)[O-])cc2)cc1,1.8,2,6,0,-1,118,103,105,-2
CCNCC(=O)N1c2ccccc2CCc2ccc(NC(=O)OC(C)C)cc21,2.6,-5,0,0,-1,87,97,95,9
CCN(CC)CCN(C(=O)/C=C/c1cccs1)c1nc2ccc(F)cc2s1,-1.3,6,6,0,0,92,108,117,6
O=C1c2ccccc2C(=O)N1c1cccc2cccnc12,0.1,-1,5,7,4,95,95,97,23
CC(C)(C)Nc1nc(NN)nc(NC(C)(C)C)n1,3.6,2,9,3,3,98,106,102,9
O=C(CSc1nnc(CNC(=O)c2cccs2)o1)NCC1CCCO1 (centres undefined),6.0,0,6,1,4,76,101,105,1
COC(=O)CN(C)C(=O)CC1C(=O)NCCN1CC(C)(C)C (centres undefined),-0.9,15,26,0,23,75,104,96,3
CCCCc1ccc(NC(=O)CC(C)=O)cc1,-1.8,9,4,5,1,108,103,103,5
Nn1c(-c2ccc(F)cc2)nc2ccccc2c1=O,3.3,-6,8,0,5,101,98,89,5
N#Cc1c(-c2ccccc2)ccnc1Oc1ccccc1,-0.4,4,3,0,-2,102,97,95,-5
Cc1cc(NC(=O)COC(=O)C2CC(=O)N(c3cccc(Cl)c3)C2)no1 (centres undefined),-1.1,7,5,3,0,95,88,88,-4
CCOc1ccc(-n2c(=S)sc3c(=O)[nH]c(SCC(=O)N4CCC(C)CC4)nc32)cc1,1.6,-4,-4,0,-1,115,97,98,4
CCOc1cc(S(=O)(=O)Nc2ccc(Cl)cn2)ccc1Cl,-1.1,4,2,0,3,103,93,.,7
Cc1ccc(C(=O)NCC(=O)OCC(=O)Nc2cc(S(=O)(=O)N3CCOCC3)ccc2Cl)s1,.,0,.,2,.,85,94,95,3
Nc1c(C(=O)Nc2ccc3c(c2)OCCO3)nnn1Cc1cccc(Br)c1,-0.7,6,7,3,5,107,109,106,4
O=C(CN1CCN(Cc2ccc(F)cc2)CC1)NCc1ccccc1,1.3,-3,-3,0,4,102,100,100,21
O=C(CN1CCN(c2ncccn2)CC1)N(Cc1ccccc1)c1ccc(F)cc1,0.9,7,0,0,-1,102,104,106,8
CCN(CC)c1ccc(NC(=O)c2ccc(=O)[nH]c2)cc1S(=O)(=O)Nc1ccc(OC)cc1,-0.3,-3,0,2,6,93,104,108,-6
N=C1C(c2ccccc2)=C(O)C2CCc3ccccc3N12 (centres undefined),-0.6,-2,8,0,6,105,100,102,-5
O=C(CCN1CCOCC1)NNC(=O)/C(=C/c1ccccc1)NC(=O)c1ccccc1,-0.2,0,7,4,2,107,96,105,5
CCOC(=O)C1CCCN(C(=O)N2CCOCC2)C1 (centres undefined),1.4,3,-1,1,-2,103,103,103,-2
Cc1ccc(C(=O)NC(=S)NNS(=O)(=O)c2ccccc2)cc1,-5.0,-5,12,5,10,96,96,99,4
Cc1cc(-n2nc(C)cc2C)nc(NS(=O)(=O)c2ccccc2Cl)n1,5.2,3,0,0,7,100,110,107,1
COc1ccc(-c2c(NC(=O)c3ccco3)oc3ccccc3c2=O)cc1OC,-1.5,1,1,0,-3,99,109,109,22
CCN(CC)S(=O)(=O)c1cccc(NC(=O)CN(C)C2CCCCC2)c1,1.7,2,-3,0,1,99,92,105,5
CCCCNc1ccc(C(=O)O)cc1,0.5,-2,2,0,4,93,73,96,7
Cc1cccc(/C=N/n2c(-c3ccccn3)n[nH]c2=S)c1,0.9,-1,-11,5,-8,93,89,91,0
Cc1ccc(NC(=O)C(C)N2C(=O)c3ccccc3C2=O)c(C)c1 (centres undefined),3.0,1,8,4,4,99,87,87,18
COc1ccc(CN2CCNC(=O)C2CC(=O)NCc2csc(C)n2)c(F)c1 (centres undefined),-1.2,14,29,0,18,86,100,100,-2
COCCn1c(=S)[nH]c2cc(C(=O)N3CCC(C(N)=O)(N4CCCCC4)CC3)ccc2c1=O,.,6,-8,0,4,75,103,105,9
COc1cccc(C(=O)N2CCCc3ccccc32)c1,1.3,4,5,0,6,88,89,100,19
COc1ccc(C(C)(C)C)cc1NC(=O)c1cc(S(=O)(=O)N(C)C)ccc1N1CCCC1,-0.3,2,-17,0,-2,95,91,100,0
OC(COC(c1ccc(F)cc1)c1ccc(F)cc1)CN1CCc2ccccc2C1 (centres undefined),-0.9,-1,11,8,5,92,.,.,26
O=C(COC(=O)C(O)c1ccccc1)c1ccc2c(c1)OCCO2 (centres undefined),1.3,-5,1,1,1,92,102,89,-1
CCOc1cc(C(=O)Nc2ccc3c(c2)OCO3)ccc1OC(F)F,-2.7,-2,-5,0,-1,85,100,104,-12
CCCNC(=O)COC(=O)C1CCN(S(=O)(=O)c2ccc3c(c2)OCCO3)CC1,0.3,-3,-9,2,2,130,92,98,-10
Cc1ccc(-c2cc(C(F)F)nc(S(C)(=O)=O)n2)cc1,-0.9,3,0,1,2,77,80,107,0
O=C(CCCC(=O)OCC(=O)c1ccc(Cl)cc1Cl)Nc1cc(C(F)(F)F)ccc1Cl,-0.4,-3,-4,5,3,100,97,99,13
CCOC(=O)C1C(=O)NC(N2CCN(CC)CC2)=NC1c1ccccc1 (centres undefined),-0.6,3,0,0,6,99,89,92,-9
COc1ccc2c(/C=C/c3cc[n+](C)cc3)c[nH]c2c1,?,-92,-38,0,-16,106,210*,117,i
Cc1cc(C)nc(NC2=NCC(=O)N2c2ccc(Cl)cc2)n1,.,-3,2,1,3,112,92,.,11
COc1cccc2cc(C(=O)C3=C(O)C(=O)N(CCN(C)C)C3c3ccc(Cl)cc3)oc12 (centres undefined),1.1,3,1,0,1,89,93,107,-5
NNC(=O)COc1cccc(Oc2ccccc2)c1,-2.6,3,7,1,5,108,93,104,2
C=C1CCN([C@H](C(=O)NCc2ccccc2)C(C)C)S(=O)(=O)c2ccccc21,0.0,-1,-3,0,-5,101,85,84,23
CCCC(=O)N1CCN(c2ccc(NC(=O)c3cc4ccccc4o3)cc2)CC1,.,0,2,3,4,108,100,.,-11
CSc1ccc(C(=S)N2CCN(CCO)CC2)cc1,-1.5,2,8,1,6,80,100,99,3
O=C(c1ccco1)N1CCN(Cc2cn[nH]c2-c2cccc3ccccc23)CC1,-3.9,4,6,0,2,105,97,97,-1
Cc1cc(C)c(C(=O)/C=C/c2cccs2)c(=O)[nH]1,-4.5,-2,1,2,-1,94,89,94,-11
CC(NC(=O)Nc1ccc(O)cc1)(C(F)(F)F)C(F)(F)F,-3.9,21,17,3,23,93,96,98,17
O=C(N1CCOCC1)N1CCN(CC(O)COc2ccc3ccccc3c2)CC1 (centres undefined),-3.1,1,0,0,0,100,97,94,0

# 3 entries out of the list, arranged by molar mass, lowest first.
SMILES,MEX-5 binding,GLD-1 TGE inh,MCL1 BIM primary,GRK2 aptamer HTS,BCLXL inh,Yeast superoxide,CIT2-GFP yeast,AGP1-GFP MLPCN,VLA-4 inh
CSc1ccc(C(=S)N2CCN(CCO)CC2)cc1,-1.5,2,8,1,6,80,100,99,3
CCCC(=O)N1CCN(c2ccc(NC(=O)c3cc4ccccc4o3)cc2)CC1,.,0,2,3,4,108,100,.,-11
O=C(N1CCOCC1)N1CCN(CC(O)COc2ccc3ccccc3c2)CC1 (centres undefined),-3.1,1,0,0,0,100,97,94,0

# Next section:
SMILES,MEX-5 binding,GLD-1 TGE inh,MCL1 BIM primary,GRK2 aptamer HTS,BCLXL inh,Yeast superoxide,CIT2-GFP yeast,AGP1-GFP MLPCN,VLA-4 inh
CC(C)CCN1CCN(Cc2nc(-c3ccc(F)cc3)cs2)CC1CCO (centres undefined),-0.5,-2,-2,2,7,100,104,103,6
CCOc1ccc(-n2ccc(=O)c(C(=O)Nc3ccc(S(=O)(=O)N4CCOCC4)cc3)n2)cc1,2.5,1,0,6,2,95,101,110,-2
Cc1nnc(SCC(=O)NNC(=O)c2ccc(Cl)cc2)n1CC1CCCO1 (centres undefined),0.3,2,-2,0,-2,66,110,103,8
Cc1cccc(NC(=S)NNC(=O)c2sccc2C)c1,0.8,0,5,0,5,102,104,104,11
CC(=O)Nc1ccc(OC(F)(F)C(F)C(F)(F)F)c(NC(C)=O)c1 (centres undefined),0.4,-5,-7,0,-2,94,?,38[may fluoresce violet],-3
CN(C)CCN1C(=O)C(=O)/C(=C(/O)c2ccc(S(=O)(=O)N3CCOCC3)cc2)C1c1ccccc1 (centres undefined),-1.4,-3,5,0,-3,102,91,95,5
O=C(COC(=O)C1(c2ccccc2)CCCC1)N1CCNC1=O,.,2,-1,2,4,107,89,94,-2
COc1cccc(-n2c(Cn3nc(C(F)F)cc3C(F)F)n[nH]c2=S)c1,-1.0,0,-1,0,-2,91,95,93,-7
Cc1cccc(NC(=O)c2cnn(-c3ccccc3)c2C)c1C,1.5,9,-4,1,2,94,84,86,15
CCCNC(=O)c1nn2c(C(F)(F)F)cc(-c3ccccc3)nc2c1Br,3.3,0,15,2,11,103,105,103,13
CC(=O)c1ccc(OC(=O)N2CCOCC2)cc1,2.2,13,-4,4,1,94,94,97,13
Nc1ccc(Oc2ccccc2-c2ccccc2)cc1,1.3,3,2,0,5,87,92,105,19
COc1cc(CN2CCC(CCC(=O)NC3CC3)CC2)cc(Cl)c1OC,-0.2,1,-5,0,5,103,96,90,22
Cc1cc(/C=N/NC(=O)c2ccc(O)cc2)c(C)n1C1CC1,2.6,4,8,3,9,97,96,102,3
CCOc1ccc(N(CC(=O)NCCSCc2ccccc2)S(C)(=O)=O)cc1,1.1,9,-6,0,0,99,100,96,20
O=C(NNC(=O)c1ccccc1O)c1ccc(Cl)c(S(=O)(=O)N2CCCCC2)c1,-3.9,2,7,17,1,82,100,105,7
CCCNS(=O)(=O)c1ccc(CCC(=O)N2CCCC2)cc1,3.6,-6,0,0,2,100,97,96,8
O=C(Nc1ccccc1Oc1cccnc1)C1CCCN(C/C=C/c2ccc(F)cc2)C1 (centres undefined),-0.6,-4,11,3,3,106,102,90,-3
CN1C(=O)SC(Nc2ccc(F)cc2)C1=O (centres undefined),-0.6,-4,2,3,2,105,97,102,24
Cc1cc(C(=O)CCl)c(C)n1-c1cccc(S(=O)(=O)N2CCOCC2)c1,1.8,2,3,2,2,97,109,106,23
O=C(c1ccc2c(c1)OCO2)C1CCCN(Cc2cccn2-c2cccnc2)C1 (centres undefined),2.1,9,2,3,1,105,97,101,6
C=CCn1cc([N+](=O)[O-])nc1C,2.4,-1,3,6,-1,105,89,102,2
CCCCn1c(N)c(N(CCC(C)C)C(=O)CSc2nnc3ccccn23)c(=O)[nH]c1=O,3.3,0,-2,0,-1,91,80,48,12
COc1cc(C2Nc3cc(Cl)c(S(N)(=O)=O)cc3S(=O)(=O)N2)ccc1OCc1ccccc1 (centres undefined),1.3,2,1,18,5,102,96,98,0
CC(C)[C@H](NC(=O)[C@@H]1Cc2ccccc2CN1C(=O)OC(C)(C)C)C(=O)NCc1ccco1,-1.1,0,6,0,8,104,117,111,12
O=C(c1ccco1)n1nc(-c2ccccc2)nc1NCc1ccco1,0.7,-1,9,0,8,98,98,105,0
CCOc1ccc(/C=C2\SC(=S)N(CCC(=O)Nc3cccc(C(=O)O)c3)C2=O)cc1,-0.5,0,-1,0,2,103,101,100,13
